Screening results deposited in PubChem BioAssay by several laboratories.
Wee1 stabilizer – Wee1 degradation inhibitors, primary screen, cell-based, HeLa, Wee1K328M-luciferase, luminescence; 1.2% of 220,000 active; Wee1-like protein kinase (Homo sapiens), P30291; HeLa Luc-Wee1K328M stability; 100% = proteasome inhibitor MG132 effect; AID 1321, 2008; reporter increase, % at 5 µM;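 active = activation above the mean of all tested compounds plus 3 SD, set per screening run, cut at about 8.8% in these data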;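 also: cells exposed to compound for 20 h before luminescence read; 0% = DMSO alone and 100% = MG132 at 30 µM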
14-3-3 Bad inh – inhibitors of 14-3-3 zeta/Bad binding, primary screen, biochemical, TR-FRET, bovine 14-3-3 zeta. 0.71% of 220,000 active. inhibition, % at 21.7 µM. TR-FRET 14-3-3zeta/Dy647-pBad peptide displacement, 1 h;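 active = inhibition above about 70%, limit read from the data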;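 also: 0% = full 14-3-3 plus peptide FRET controls and 100% = background without 14-3-3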
Target sequence (P63103 whole entry, looked up): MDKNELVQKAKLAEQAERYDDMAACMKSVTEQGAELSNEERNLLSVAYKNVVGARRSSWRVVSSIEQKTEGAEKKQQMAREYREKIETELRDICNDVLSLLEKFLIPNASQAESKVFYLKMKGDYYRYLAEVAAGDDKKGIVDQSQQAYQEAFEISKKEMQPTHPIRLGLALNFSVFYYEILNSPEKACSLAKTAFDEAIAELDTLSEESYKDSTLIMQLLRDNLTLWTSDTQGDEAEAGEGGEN
Runt-CBFb FRET – inhibitors of RUNX1 Runt–CBFb binding, primary screen, biochemical, FRET, Cerulean-Runt, Venus-CBFb, uHTS; Runt-related transcription factor 1 (Homo sapiens) + Core-binding factor subunit beta …; Cerulean-Runt/Venus-CBFb FRET ratio 530/480, 1 h; inhibition, % at 20 µM; 0.46% of 220,000 active; AID 1496, 2009;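 active = inhibition over about 50% at 20 µM in the single-dose screen, limit read from the data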;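 also: 0% = DMSO wells and 100% = excess unlabeled CBFb competitor control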
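Schedule: protein complex preformed 1 h, compound exposure 1 h, room temperature, dark; test system: Cerulean-labeled Runt domain protein; amount: 100 nM per protein; buffer or medium: Tris 50 mM pH 7.5, KCl, K2SO4, 0.01% BSA; read-out: loss of energy transfer signal; detection: FRET fluorescence; controls: 5 µM unlabeled CBFb as full-inhibition high control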
FXIa inh – human FXIa protease inhibitors, primary screen, biochemical, 1536-well | Coagulation factor XI (Homo sapiens), P03951 | purified FXIa, Boc-Glu-Ala-Arg-AMC fluorogenic substrate | inhibition, % at 5 µM | 0.14% of 220,000 active | AID 798, 2007;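 active = inhibition of at least 40%; inactive = inhibition below 40%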;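 also: fluorescence of freed AMC excited at 355 nm; 0% = enzyme without compound and 100% = no enzyme blank; many of its hits are not listed in these tables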
hK5 inh – human KLK5 protease inhibitors, primary screen, biochemical, 1536-well. Kallikrein-5 (Homo sapiens), Q9Y337. recombinant hK5, fluorogenic AMC substrate cleavage. inhibition, % at 5 µM. 0.59% of 210,000 active. AID 873, 2007;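 active = inhibition of 40% or more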;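 also: 0% = enzyme controls without compound and 100% = no-enzyme blanks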
FXIIa inh 1536 – human FXIIa protease inhibitors, primary screen, biochemical, 1536-well; purified FXIIa, Boc-QGR-AMC fluorogenic substrate, 2 h; inhibition, % at 5 µM; 0.3% of 220,000 active; AID 800, 2007; in the data active = inhibition above about 40%;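 also: 0% = enzyme with no compound and 100% = blank without enzyme; many of its hits are not listed in these tables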
Target sequence (P00748 20-372 limits assumed): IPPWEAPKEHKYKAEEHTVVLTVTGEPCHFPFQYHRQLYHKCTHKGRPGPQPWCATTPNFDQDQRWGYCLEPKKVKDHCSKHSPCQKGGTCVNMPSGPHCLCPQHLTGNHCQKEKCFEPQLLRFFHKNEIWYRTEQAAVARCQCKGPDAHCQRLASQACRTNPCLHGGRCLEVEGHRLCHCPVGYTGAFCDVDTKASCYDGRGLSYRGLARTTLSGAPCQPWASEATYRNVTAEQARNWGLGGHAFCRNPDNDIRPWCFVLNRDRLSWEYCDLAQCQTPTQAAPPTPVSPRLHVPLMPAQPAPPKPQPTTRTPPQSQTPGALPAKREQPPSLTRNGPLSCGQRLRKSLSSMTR
Target sequence (P00748 373-615 limits assumed): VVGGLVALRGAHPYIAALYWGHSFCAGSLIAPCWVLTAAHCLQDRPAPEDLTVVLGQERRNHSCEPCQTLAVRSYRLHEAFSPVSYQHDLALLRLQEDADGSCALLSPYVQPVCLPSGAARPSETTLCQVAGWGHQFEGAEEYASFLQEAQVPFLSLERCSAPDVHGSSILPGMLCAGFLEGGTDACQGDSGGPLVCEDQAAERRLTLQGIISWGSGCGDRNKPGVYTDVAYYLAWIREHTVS
Runt-SMMHC FRET – inhibitors of RUNX1 Runt–CBFb-SMMHC binding, primary screen, biochemical, FRET, Cerulean-Runt, Venus-CBFb-SMMHC, uHTS. Runt-related transcription factor 1 (Homo sapiens) + Core-binding factor subunit beta …. Cerulean-Runt/Venus-CBFb-SMMHC FRET ratio 530/480, 1 h. inhibition, % at 20 µM. 0.74% of 220,000 active. AID 1434, 2008;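 active = mean inhibition across duplicate retests at 20 µM reaching about 50%, limit read from the data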;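 also: 0% = DMSO wells and 100% = wells with excess untagged CBFb-SMMHC; inhibitors lower the FRET ratio by blocking Runt binding to CBFb-SMMHC; some results filed as inactive read as strong as hits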
Thrombin inh – human alpha-thrombin inhibitors, primary screen, counter-screen for coagulation protease inhibitor project, biochemical, 1536-well, fluorogenic AMC substrate; Prothrombin (Homo sapiens), P00734; Boc-VPR-AMC fluorogenic substrate cleavage; inhibition, % at 5 µM; 0.26% of 220,000 active; AID 1046, 2008;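 active = inhibition at or above 40%; inactive = inhibition below 40%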;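 also: 0% = enzyme with no compound and 100% = wells without enzyme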
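Material: human alpha-thrombin protein. Incubation: reaction at ambient temperature. Technique: fluorescence of released AMC, ex 355 nm, em 460 nm. Control set: no-compound enzyme wells and no-enzyme blanks. Also added: Boc-VPR-AMC substrate, 15 µM final. Buffer or medium: pH 7.5 Tris (50 mM) with NaCl 150 mM, Tween 20 0.05%.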
Hck Nef HTS – inhibitors of Nef-activated human Hck kinase, primary screen, biochemical, Z-Lyte FRET, 384-well, Hck-YEEI | Tyrosine-protein kinase HCK (Homo sapiens), P08631 | Recombinant Hck-YEEI plus Nef, Z-Lyte FRET kinase assay | inhibition, % at 20 µM | 0.68% of 220,000 active | AID 463187, 2010;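 active = Hck-Nef kinase inhibition above about 50%, limit read from the data; inactive = inhibition below that limit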;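 also: 0% = DMSO with Hck plus Nef and 100% = Hck alone without Nef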
The depositor's hits bear a star; · = no result given; [ ] = remark or other dose.

compound	hK5 inh	FXIa inh	Runt-SMMHC FRET	14-3-3 Bad inh	Thrombin inh	Hck Nef HTS	FXIIa inh 1536	Runt-CBFb FRET	Wee1 stabilizer
CCS(=O)(=O)N1CCN(C(=O)CCC2CCCC2)CC1	-21	12	-6	8	5	-1	12	1	0
CCO[C@H]1OC(C(=O)NC2CC2)=C[C@@H](c2ccc(C(F)(F)F)cc2)[C@@H]1CCCO	4	2	-1	1	0	9	10	-2	0
Cc1cc(C)nc(Nc2ncc(O)n2-c2ccc(C)c(C)c2)n1	-9	-1	0	10	3	0	8	0	1
CC(C)N1C(=O)CC2(CC[N+](C)(CCOC(=O)C(c3ccccc3)c3ccccc3)CC2)C1=O (stereo not drawn)	-5	9	4	77*[fluorescence artefact?]	0	0	20	-9	0
CCN1C(=O)CCC(C(=O)O)C1c1ccc(OC)cc1 (stereo not drawn)	1	-3	-1	-2	-2	-6	6	0	2
CCn1c(SC(C)C)nnc1-c1c[nH]c2ccccc12	2	-2	-3	7	-9	5	7	2	-2
O=C(Nc1cccnc1)C(Cc1ccccc1)n1cccc1 (stereo not drawn)	13	-3	-1	2	-10	1	1	8	-1
Cc1ccccc1CN(C)CC(=O)Nc1cccc(S(=O)(=O)N(C)c2ccccc2)c1	-1	-6	0	-13	-2	19	7	-1	0
O=C(Nc1ccccc1-c1nc2ccccc2s1)c1ccc(Br)o1	-2	3	1	0	-5	1	12	-5	0
O=C(Cc1cnc2ncnn2c1)N1CCc2c([nH]c3ccccc23)C1c1ccccc1F (stereo not drawn)	1	-3	-1	6	-8	25	6	-1	-2
Cc1ccccc1Nc1nc(N)nc(COC(=O)c2ccccc2)n1	-13	-1	2	5	-6	2	1	-2	2
Nc1cc(=O)[nH]c(SCC(=O)Nc2ccc(F)c(Cl)c2)n1	2	3	-3	-5	1	-1	11	1	-2
Cc1cccc2cc(COC(=O)c3cccc([N+](=O)[O-])c3)c(=O)[nH]c12	-4	-5	-2	4	-17	12	-1	1	-1
c1ccc2c(C[n+]3csc4ccccc43)cccc2c1	1	-9	64	22[fluorescence artefact?]	-5	0	-11	37	-2
CCOC(=O)c1nn(-c2ccccc2)c(=O)cc1SC(C)C	9	1	2	2	-5	1	-8	0	1

Additional compounds follow.
compound	hK5 inh	FXIa inh	Runt-SMMHC FRET	14-3-3 Bad inh	Thrombin inh	Hck Nef HTS	FXIIa inh 1536	Runt-CBFb FRET	Wee1 stabilizer
C/C(=N\NS(=O)(=O)c1ccc(C)cc1)c1cc2ccccc2oc1=O	1	1	1	-9	-11	24	12	-1	0
CCCSC1=C(C#N)C(c2ccc(O)c(OC)c2)CC(=O)N1 (stereo not drawn)	-6	2	-2	8	-4	2	23	2	-1
CC(=O)C1=C(C)NC(=O)CC1c1ccc(F)cc1 (stereo not drawn)	-6	-6	1	-4	-2	0	5	-2	0
C/C(=N\NC(=O)CC1N=C(Cc2ccccc2)NNC1=O)c1ccc(C)cc1 (stereo not drawn)	-12	5	3	-4	0	2	17	-1	-4
Cc1ccccc1Nc1c(-c2ccccc2)nc2ncccn12	3	3	-10	3	-8	-17	6	-3	-3
CC1CN(S(=O)(=O)c2ccc(Cl)c(S(=O)(=O)N3CC(C)OC(C)C3)c2)CC(C)O1 (stereo not drawn)	-27	21	1	4[fluorescence artefact?]	-3	4	17	0	0
Cn1ccnc1SCc1cn2ccccc2n1	7	-1	3	4[fluorescence artefact?]	8	-4	2	4	1
COc1ccc(NCC(=O)N/N=C/C=C/c2ccccc2[N+](=O)[O-])cc1	0	-5	2	-3	-18	21	13	0	-2
COc1ccc(OCCSc2nc(N)cc(N)n2)cc1	-3	1	-1	2	-1	1	8	-2	-3
COc1cc(C(=O)N2CCCC(c3nc(-c4cccs4)no3)C2)cc(OC)c1OC (stereo not drawn)	0	2	3	-9	1	4	15	-1	-1
CCN(CC)c1ccc(/C=N/NC(=O)c2ccc3nc[nH]c3c2)c(O)c1	-5	11	62*	-6	2	8	15	43	1
CCn1c(SCC(=O)NC(C)c2ccccc2)nc2ccccc21 (stereo not drawn)	-1	-2	-2	-2	1	0	9	1	-1
CCOC(=O)C(Cc1ccccc1)NC(=O)CCc1c(C)nc2nc(C)nn2c1C (stereo not drawn)	-12	25	2	4	1	-22	24	0	0
Cc1cc2ccccc2nc1Br	-5	5	2	13	-6	-2	12	-3	8
Cc1ccc(CN2CC34C=CC(O3)C(C(=O)NCc3ccco3)C4C2=O)cc1 (stereo not drawn)	156*	-1	2	-4	1	2	-2	4	0

The list goes on.
compound	hK5 inh	FXIa inh	Runt-SMMHC FRET	14-3-3 Bad inh	Thrombin inh	Hck Nef HTS	FXIIa inh 1536	Runt-CBFb FRET	Wee1 stabilizer
COc1cc(O)oc1C=Nc1ccc(Cl)cc1	-13	-15	-1	-12	-5	0	-13	0	1
CCOc1ccc(Nc2nc(NCCN3CCOCC3)nc(OC)n2)cc1	-5	-6	3	-5	-2	0	7	0	-2
O=C1N2CCSC2=NC1(NS(=O)(=O)c1ccccc1)C(F)(F)F (stereo not drawn)	-27	-7	0	-2	-7	1	-3	0	-3
CCOC(=O)Cn1nc(C(F)F)c(Br)c1C	-2	-3	0	-11	-1	19	4	0	2
O=C(c1cnn2c(C(F)F)cc(-c3ccccc3)nc12)N1CCOCC1	-15	2	4	-2	1	1	3	0	-2
O=c1nc(-c2ccccc2)c2ccccc2[nH]1	-29	-11	0	9	1	5	6	1	-2
CCOC(=O)N1CCC(Nc2c(NCCCN3CCN(C4CCCCC4)CC3)c(=O)c2=O)CC1	-5	1	1	-10	-4	13	-1	-1	-1
COc1cc(/C=N/n2nnnc2N)ccc1OCc1c(C)no[n+]1[O-]	-20	-6	-2	-23[fluorescence artefact?]	-5	3	3	-5	1
COc1cc(NC(=O)c2cccc(Cl)c2)c(OC)cc1NC(=O)CN1CCCCC1	-3	-2	·	-8	13	26	10	·	-1
CCN(CC)S(=O)(=O)c1cc(F)ccc1OC	-7	10	3	3	2	-9	14	-1	-1
COc1ccc(-c2cc(N3C(=O)Nc4ccccc4N3O)n[nH]2)cc1	13	-2	-1	4	21	-1	4	0	0
Cc1ccc(NC(=O)CSc2nc3ccccc3c3nc4ccccc4n23)cc1	-3	1	1	54[fluorescence artefact?]	-2	40	12	-3	3
COc1ccc(/C=N/NC(=O)c2cccnc2)cc1CN1CCCc2ccccc21	4	4	-3	-6	-2	15	10	-2	1
CCCCN(C)C1CCN(C(=S)Nc2ccc(OCC)cc2)CC1	5	9	-3	-2	-4	20	12	0	1
Cn1nc([N+](=O)[O-])nc1N1CCN(c2ccc(F)cc2)CC1	-15	5	2	-7[fluorescence artefact?]	-7	0	-1	1	7

Further records:
compound	hK5 inh	FXIa inh	Runt-SMMHC FRET	14-3-3 Bad inh	Thrombin inh	Hck Nef HTS	FXIIa inh 1536	Runt-CBFb FRET	Wee1 stabilizer
COc1ccc(C(=O)NC(=S)Nc2ccc(S(N)(=O)=O)cc2)cc1	-2	-5	-1	-7	-4	24	7	3	-2
Cc1c(Cl)cccc1Nc1nc(N)nc(CSCCO)n1	-25	6	-1	8[fluorescence artefact?]	2	0	7	-2	-1
CCCC(=O)Nc1nnc(SCC(=O)Nc2ccc3c(c2)OCO3)s1	-5	2	-4	9	0	1	6	1	-1
O=C(Nc1ccc(C(=O)NN2C(=O)c3ccccc3C2=O)cc1)c1ccccc1	0	-2	-4	1	2	-23	0	0	1
C=CCNC(=S)NNc1nc2c(c(=O)[nH]1)C1(CCCC1)Cc1ccccc1-2	-59	2	14	6	-7	3	1	18	2
CCn1c(COc2ccccc2Cl)nnc1SCC(=O)Nc1ncccc1C	-12	-1	5	-12[fluorescence artefact?]	-6	3	2	1	0
Cc1ccc(NCc2n[nH]c(=S)n2Cc2ccccc2)cc1Cl	4	-1	14	-15	-6	20	8	8	-1
O=C(NC1CCCC1)C(c1ccncc1)N(Cc1ccccc1)C(=O)c1ccc(-c2ccccc2)[nH]1 (stereo not drawn)	-3	-1	-3	-6	-4	2	8	2	-3
Cc1cccc(-c2nnc(-c3ccccc3)o2)c1	-5	4	1	-7	5	-1	17	0	-1
CCCOC(=O)C1=C(C)OC23OC(N)=C(C#N)C12C(=O)c1ccccc13 (stereo not drawn)	-5	5	-9	-4	-1	7	6	-3	2
COC(=O)c1c(C)oc(C)c1S(=O)(=O)NCc1ccco1	-2	2	-4	-1	-8	10	4	2	2
CC(C)C(Nc1ccc(C(F)(F)F)cc1[N+](=O)[O-])C(=O)O (stereo not drawn)	1	5	-3	-9	0	-3	9	1	-4

The order is random. Share with any hit: about 4.2%.
